# IL-1B inflam inh = inflammasome signaling inhibition, IL-1 beta readout | THP-1 LPS/ATP IL-1B secretion, AlphaLISA, 16 h; hits give low values | activity change, % at 57.5 µM | 4.7% of 360,000 active; in the data active = activity change below about -50%; inconclusive = mostly about -30% to -49%; also: % is scaled to controls: 0 for no effect and ±100 for the full control effect
#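 THP-1 cells pretreated 1 hr with compounds (up to 57.5 uM final), then stimulated with LPS (250 ng/mL final) plus ATP (1.25 mM final); secreted IL-1B measured by AlphaLISA after 16 hr, decreased signal indicating inhibition.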
# KB-3-1 cytotox = KB-3-1 parental cell cytotoxicity | 1.4% of 400,000 active | Potency, µM (top dose mostly 46.1 µM), inactives show at the highest dose activity change, negative = cytotoxic, hits mostly cytotoxic | KB-3-1 viability, CellTiter-Glo ATP luminescence, 72 h | AID 1347075; also: potency is read from the fitted curve at half-maximal effect; % is scaled to controls: 0 for no effect and ±100 for the full control effect; nearly all actives have a fitted effect of over 60% in size
#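 Using CellTiter-Glo luminescence, growth of non-resistant KB-3-1 adenocarcinoma cells is assessed 72 h after pin-tool compound addition at 37 °C. Normalized responses across the concentration series yield fitted curves.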
# D3 antag = blocks the human D3 dopamine receptor; max response, negative = inhibition, %; D3R cells, DiscoveRx beta-arrestin luminescence, antagonist mode; hits give low values; 2.5% of 360,000 active; AID 652054; P35462; in the data active = max response below about -50%; inconclusive = no clear call, values can overlap the other calls; also: % is scaled to controls: 0 for no effect and ±100 for the full control effect; mostly tested at two doses, the higher about 12 µM
# Target sequence (P35462 whole entry, looked up): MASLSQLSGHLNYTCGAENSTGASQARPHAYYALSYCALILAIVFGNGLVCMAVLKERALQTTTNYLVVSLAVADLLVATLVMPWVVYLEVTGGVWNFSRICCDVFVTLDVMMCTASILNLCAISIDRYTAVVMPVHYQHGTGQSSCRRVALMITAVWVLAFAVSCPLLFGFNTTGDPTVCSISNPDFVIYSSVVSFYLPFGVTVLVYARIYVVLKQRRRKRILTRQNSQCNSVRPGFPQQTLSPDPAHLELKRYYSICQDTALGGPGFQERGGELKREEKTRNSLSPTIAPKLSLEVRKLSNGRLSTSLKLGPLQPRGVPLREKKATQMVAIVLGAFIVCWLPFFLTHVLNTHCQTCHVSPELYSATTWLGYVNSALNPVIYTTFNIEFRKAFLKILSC
#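 Cells expressing the human receptor were seeded at 1500 cells/well, incubated overnight at 37 degrees C in 5% CO2, then exposed to library compounds with dopamine controls for 90 minutes at 37 degrees C before luminescent detection.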
# HT1080 IDH1KD tx = toxicity to HT-1080 IDH1 knockdown cells (counter line). 2% of 360,000 active. HT-1080 IDH1 knockdown viability, ATP luminescence, 48 h. AID 686971. Potency, µM (series often up to 46.1 µM), for inactives: at the top dose activity, negative = toxicity, most hits filed as cytotoxic;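 also: potency is read from the fitted curve at half-maximal effect; 0% = DMSO wells and -100% = cell-free medium wells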
#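 % activity derives from luminescence (CellTiter-Glo), normalised to DMSO and no-cell wells. HT-1080-IDH1KD cells, 750/well, had 48 h compound exposure at 37 °C.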
# DRD3 agonist = agonists of human D3 dopamine receptor; D3R DiscoveRx beta-arrestin cells, luminescence, 90 min; 0.58% of 410,000 active; max activation, %; in the data active = max activation above about 30%; also: 0% is about no effect; mostly tested at two doses, the higher about 12 µM
#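 Agonist mode: compounds and dopamine controls were applied to plated cells for 90 min at 37 degrees C after an overnight attachment at 1500 cells/well. Luminescent read-out followed 30 - 60 minutes at room temperature with DiscoveRx detection reagent.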
# GLP-1R agonist = activates the human GLP-1 receptor; AID 624172; 0.007% of 380,000 active; P43220; Potency, µM (doses to about 45.6 µM), inactives show at the highest dose activation, usual class: activators; HEK293 GLP-1R CRE-luciferase, luminescence, 4-6 h; cells express a hypersensitive GLP-1R form; also: potency is read from the fitted curve at half-maximal effect; % of control where 0% means no effect
# Target sequence (P43220 whole entry, looked up): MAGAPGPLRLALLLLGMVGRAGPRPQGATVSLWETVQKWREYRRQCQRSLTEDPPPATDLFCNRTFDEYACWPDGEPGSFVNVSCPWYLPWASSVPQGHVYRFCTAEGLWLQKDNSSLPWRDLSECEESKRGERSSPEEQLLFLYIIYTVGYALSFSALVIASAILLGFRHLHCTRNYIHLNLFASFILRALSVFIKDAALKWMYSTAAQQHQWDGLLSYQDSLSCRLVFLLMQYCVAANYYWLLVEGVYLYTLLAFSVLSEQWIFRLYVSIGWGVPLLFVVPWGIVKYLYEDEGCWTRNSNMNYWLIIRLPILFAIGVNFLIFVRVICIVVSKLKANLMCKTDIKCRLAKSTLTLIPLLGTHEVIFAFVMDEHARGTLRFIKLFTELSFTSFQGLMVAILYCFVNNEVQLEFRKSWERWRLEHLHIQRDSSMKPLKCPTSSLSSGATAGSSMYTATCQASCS
# SW480 rerep = DNA re-replication induction in SW480 cells. AID 624297. Potency, µM (top dose mostly 46.1 µM), for inactives: at the highest dose re-replication activation, actives largely listed as activators. 1.8% of 340,000 active. SW480 DNA re-replication, Hoechst DNA content imaging, 48 h; also: potency is read from the fitted curve at half-maximal effect; % of control where 0% means no effect; nearly all actives have a fitted effect of over 55% in size
#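 Quantitative HTS format with DMSO vehicle controls; 48 hr drug incubation at 37 C, then 40 min Hoechst staining and scanning imager measurement at 405 nm excitation.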
# HT1080-NT tox = kills 2HG-producing HT-1080-NT fibrosarcoma cells; HT-1080-NT fibrosarcoma viability, CellTiter-Glo ATP luminescence, 48 h; Potency, µM (top dose mostly 46.1 µM), for inactives: at the top dose activity, negative = less viability, usual class: cytotoxic; 1.6% of 360,000 active; AID 686970;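 also: NT is the 2HG producing partner of a matched IDH1 knockdown line; potency is read from the fitted curve at half-maximal effect; 0% = DMSO-treated cells and -100% = media-only wells without cells; nearly all actives have a fitted effect of over 55% in size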
#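 750 cells/well, RPMI + 5% FBS; 2 h settle, compound pin-transfer, 48 h at 37 degrees C. CellTiter-Glo 10 min RT, luminescence. Normalized to DMSO and media-only wells.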
# KB-V1 MDR tox = kills drug-selected multidrug resistant KB-V1 cells | KB-V1 MDR cells viability, CellTiter-Glo, 72 h | Potency, µM (top dose mostly 46.1 µM), without a hit: at the highest dose activity change, negative = cytotoxicity, hits mostly cytotoxic | 3.4% of 400,000 active; also: potency is read from the fitted curve at half-maximal effect; % is scaled to controls: 0 for no effect and ±100 for the full control effect; nearly all actives have a fitted effect of over 60% in size
#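 Potencies derive from concentration-effect curves fitted to normalized luminescence (CellTiter-Glo) of KB-V1 cells treated for 72 h at 37 degrees C in phenol-red-free DMEM containing 10% FBS.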
# * marks the source's active call; other numbers are inactive results; u = inconclusive; x = no result given; [ ] = dose if it differs, or a comment. Unless noted, calls follow the shape of the dose curve; as a rule, active = well fitted curve in the direction sought with a large enough effect; inconclusive = small, poorly fitted or top-dose-only effect, or another doubt; inactive = no such curve, though single readings can be large; an effect the other way counts as inactive or inconclusive.
SMILES,IL-1B inflam inh,KB-3-1 cytotox,D3 antag,HT1080 IDH1KD tx,DRD3 agonist,GLP-1R agonist,SW480 rerep,HT1080-NT tox,KB-V1 MDR tox
COc1ccccc1-n1cnc2cc(C(=O)NC3CCCC3)ccc21,0,2%,-12,u,-31,24%,-1%,-1%[9.24 µM],-24%
CCOc1ccc(NC(=O)C(C)Oc2ccccc2C(=O)Nc2cccc(Cl)c2Cl)cc1 (stereo not drawn),55,2%,15,-22%,6,-6%,16%,-17%,1%
CC(C)(C)NC(=O)C(c1ccco1)N(C(=O)c1ccc(CN2CCOCC2)o1)c1ccccc1 (stereo not drawn),-6,9%,-23,-2%,-10,-1%,-3%,-1%,u
CCCCCn1nnc2c(=O)oc3ccccc3c21,3,-2%,-10,-9%,0,-7%,-10%,-12%,-15%
COc1ccc2cnnc(SCC(=O)Nc3ccc(C(=O)O)cc3)c2c1OC,15,17%,2,7%,1,8%,-3%,2%,u
O=S(=O)(NC(=S)c1ccccc1)c1ccc(F)cc1,17,6%,-11,9%,1,-6%,-2%,8%,0%
CC(=O)COc1ccc2oc(=O)cc(-c3cc4ccccc4o3)c2c1,0,-12%,-2,-6%,0,16%,u,-11%,-5%
Nc1ncnc2c1CCC2,2,-8%,-17,2%,-6,3%,0%[9.22 µM],-9%,-2%
CCC(C)NC(=O)C1CCC(=O)N1CCc1ccccc1 (stereo not drawn),-2,12%,-7,17%,-5,0%,-1%,12%,5%
COC(=O)C1(C)NC(c2ccc(O)cc2)C2C(=O)N(c3ccc(C)cc3)C(=O)C21 (stereo not drawn),22,-8%,8,6%,1,0%,4%,16%,14%
CCCCNC(=S)Nc1ccc2cn[nH]c2c1,3,2%,7,5%,1,-5%,-6%,7%,-2%
CCn1cc(C2=NOC(C(=O)O)C2)c(C)n1 (stereo not drawn),28,7%,2,-6%,12,-7%,-6%,6%,-11%
O=C(C[C@H]1C/C=C/CC[C@@H](Cc2ccc(F)cc2)C(=O)OC[C@H](c2ccccc2)NC1=O)NCCO,26,-1%,-22,0%,5,-3%,3%,0%,u
Cc1ccc(NC2=NCCC2)cc1Cl,28,-4%,u,1%,3,-6%,-8%,10%,3%
O=C(COC(=O)c1cc(Br)ccc1O)NCCC1=CCCCC1,14,8%,-20,2%,-2,-3%,x,-1%,-19%
CCOC(=O)c1c(COC(=O)c2ccco2)nc2ccccc2[n+]1[O-],19,-4%,29,-6%[9.24 µM],8,22%,-2%,0%,-12%
Cc1noc(C)c1CSc1nc2ccccc2c(=O)n1-c1ccccc1,-6,5.8µM*,27,9.2µM*,1,u,13µM*,u,5.8µM*
COc1cc(OC)c2c(N)c(C#N)c(C(F)(F)C(F)(F)F)nc2c1,6,-2%,-5,1%,3,-5%,-4%,2%,10%
CC(C)C[C@@H]1O[C@H](CCc2ccccc2)Cc2[nH]c(=S)[nH]c(=O)c21,34,-11%,-18,u,2,12%,x,u,15%
CCOc1ccc(NC(=S)NNC(=O)c2cc(Br)ccc2Cl)cc1,5,1%,2,-16%,3,1%,0%,-2%,-4%
COc1cc(/C=C(/NC(=O)c2ccccc2)C(=O)N2CCN(C)CC2)c([N+](=O)[O-])cc1OC,-2,2%,21,8%,2,-5%,-2%,17%,10%
O=C(CSc1nc2c(c(=O)n1-c1ccc(Cl)cc1)SCC2)Nc1ccc2c(c1)OCCO2,-22,2%,-18,-5%,0,6%,21%,-2%,3%
O=C(CCNS(=O)(=O)c1ccc(Br)cc1)N1CCCCCCC1,-8,-19%,u,-6%,-6,5%,-4%,-4%,u
Cc1ccccc1-n1c(-c2ccncc2)n[nH]c1=S,8,-9%,0,15%,-11,0%,-8%,2%,11%
COc1ccc(NS(=O)(=O)c2ccc(N3CCOCC3)c(NC(=O)c3ccco3)c2)cc1,-1,u,-3,-6%,-2,9%,1%,-7%,u
COc1ccccc1NC(=O)Cc1csc(NC(=S)Nc2ccc(C)cc2)n1,6,u,51,7.1µM*,-30,1%,21µM*,6.3µM*,10µM*
COc1ccc(NS(=O)(=O)c2ccc(N/N=C/c3ccc(N4CCOCC4)cc3)c([N+](=O)[O-])c2)cc1,53,-6%,-1,-3%,6,1%,0%,-5%,-4%
CN(C)c1ncnc(N(C)C)c1[N+](=O)[O-],16,8%,-1,0%,5,3%,-10%,1%,5%
COc1cc(OC)c2ccc(=O)oc2c1C(CC(=O)N1CCN(c2ccccc2)CC1)c1ccc2c(c1)OCO2 (stereo not drawn),-25,2%,-18,-4%,-36,4%,6%,8%,17%
COc1ccc(NC(=O)Nc2c[nH]c(=O)[nH]c2=O)cc1,-12,1%,-16,13%,10,14%,8%,4%,16%

# Retrieved one by one from the entries so far (2):
SMILES,IL-1B inflam inh,KB-3-1 cytotox,D3 antag,HT1080 IDH1KD tx,DRD3 agonist,GLP-1R agonist,SW480 rerep,HT1080-NT tox,KB-V1 MDR tox
CN(C)c1ncnc(N(C)C)c1[N+](=O)[O-],16,8%,-1,0%,5,3%,-10%,1%,5%
COc1ccc(NS(=O)(=O)c2ccc(N3CCOCC3)c(NC(=O)c3ccco3)c2)cc1,-1,u,-3,-6%,-2,9%,1%,-7%,u

# The list continues:
SMILES,IL-1B inflam inh,KB-3-1 cytotox,D3 antag,HT1080 IDH1KD tx,DRD3 agonist,GLP-1R agonist,SW480 rerep,HT1080-NT tox,KB-V1 MDR tox
COc1ccc(S(=O)(=O)NCC2CCCN(Cc3ccc(O)cc3)C2)cc1 (stereo not drawn),-1,11%,4,-3%,2,1%,u,-6%,u
O=C(Cn1ccc(C(F)(F)F)n1)N=Nc1c(O)[nH]c2ccccc12,-3,4%,-1,-8%,3,17%,2%,-21%,1%
CCc1ccc(NC(=O)c2cc(C)no2)cc1,0,-2%,0,-11%,-4,2%,-2%,-8%,-5%
O=C(CN1CCN(c2ccc(O)cc2)CC1)Nc1ccccc1C(=O)NCCc1ccccc1,0,-28%,0,0%,1,17%,-1%,-3%,-19%
CC1(C)CNC(=O)c2sc(N3CCOCC3)nc2C1,-17,-10%,-12,-4%,-1,3%,u,-6%,2%
CCC(C)Sc1nnc(-c2c[nH]c3ccccc23)n1CCOC (stereo not drawn),-5,8%,30,-2%,0,15%,0%,2%,16%
O=C(CN1CCCCC1)Nc1nnc(-c2ccc([N+](=O)[O-])cc2)s1,39,-3%,82,-7%,-7,-1%,-2%,-4%,-10%
CC(=O)Nc1ccc(OC(=O)c2ccc(Cl)cc2)cc1,34,-20%,-3,10%,-4,-27%,0%,-10%,1%
CC1(C)NC(=O)N(CN2C(=O)NC(C)(C)C2=O)C1=O,3,0%,-8,5%,6,-8%,0%,6%,7%
O=C(N/C(=C\c1ccc(-c2ccccc2)o1)C(=O)N1CCOCC1)c1ccccc1,-63*,-5%,2,-3%,2,16%,2%,-6%,4%
COc1ccc(C(=O)NNC(=O)c2cc3cc(OC)ccc3oc2=O)cc1,5,-4%,7,1%,19,-1%,4%,3%,-23%
COc1ccccc1N(C(C)=O)c1nc(C)cc(C)c1C#N,5,-4%,6,-1%,0,-6%,-5%,-1%,3%
c1ccc(CNc2nc(-c3cccnc3)nc3ccccc23)cc1,-11,0%,6,8%,0,32%,24%,-1%,18%
COc1cc(C(=O)N[C@H](C(=O)NC2CCCc3ccccc32)C(C)C)cc(OC)c1OC (stereo partly drawn),4,-3%,0,-4%,-1,6%,10%,-11%,-18%
O=C(NNC(=O)c1ccccc1Cl)c1ccc(-n2cncn2)c([N+](=O)[O-])c1,0,0%,u,7%,8,2%,-4%,5%,22%
O=C(c1ccccc1)N(C1=NCCCCS1)c1ccccc1,-6,-1%,-3,-4%,2,9%,-6%,-2%,u
COc1ccc(/C=C/C(=O)Nc2nc(C)c(C(=O)N(C)C)s2)cc1,14,-4%,-7,2%,1,0%,-1%,2%,u
CC1CCc2c(C(=O)Nc3ccc(N4CCOCC4)cc3)csc2C1 (stereo not drawn),-4,-2%,2,-22%,4,16%,1%,u,u
CCOc1cc2[nH]c(=S)n(CCC(=O)NCc3ccco3)c(=O)c2cc1OCC,3,-5%,-9,-4%,-6,-1%,-8%,-3%,-7%

# Grouped by structure, the entries above containing an NH in an aromatic ring
SMILES,IL-1B inflam inh,KB-3-1 cytotox,D3 antag,HT1080 IDH1KD tx,DRD3 agonist,GLP-1R agonist,SW480 rerep,HT1080-NT tox,KB-V1 MDR tox
CCCCNC(=S)Nc1ccc2cn[nH]c2c1,3,2%,7,5%,1,-5%,-6%,7%,-2%
CC(C)C[C@@H]1O[C@H](CCc2ccccc2)Cc2[nH]c(=S)[nH]c(=O)c21,34,-11%,-18,u,2,12%,x,u,15%
Cc1ccccc1-n1c(-c2ccncc2)n[nH]c1=S,8,-9%,0,15%,-11,0%,-8%,2%,11%
COc1ccc(NC(=O)Nc2c[nH]c(=O)[nH]c2=O)cc1,-12,1%,-16,13%,10,14%,8%,4%,16%
O=C(Cn1ccc(C(F)(F)F)n1)N=Nc1c(O)[nH]c2ccccc12,-3,4%,-1,-8%,3,17%,2%,-21%,1%
CCC(C)Sc1nnc(-c2c[nH]c3ccccc23)n1CCOC (stereo not drawn),-5,8%,30,-2%,0,15%,0%,2%,16%
CCOc1cc2[nH]c(=S)n(CCC(=O)NCc3ccco3)c(=O)c2cc1OCC,3,-5%,-9,-4%,-6,-1%,-8%,-3%,-7%

# Source: PubChem BioAssay (National Center for Advancing Translational Sciences (NCATS))
